SIAE primary: blocks human sialic acid acetylesterase. Q9HAT2. SIAE FP-Rh probe binding, fluorescence polarization. inhibition, % at 9.66 µM. hit rate 0.69% among 370,000;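 active = inhibition above a cutoff: mean of compounds within the control limits plus 3 SD of those, cut at about 17% in these data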;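 note: 0% = plate median of compound wells and 100% = probe without SIAE protein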
LEDGF integ inh: blocks HIV-1 LEDGF/p75-dependent DNA integration. TR-FRET IN-LEDGF/p75 DNA integration, Eu/Cy5. AID 743269. hit rate 0.64% among 370,000. inhibition, % at 3.7 µM;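 active = inhibition above the screen-wide mean plus 3 SD, cut at about 13% in these data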;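 note: signal is the Cy5 over europium emission ratio at 671 and 618 nm; 0% = plate median of compound wells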
TCR CD3 inh: inhibitors of human TCR-CD3 interaction; TAMRA-labeled TCR probe fluorescence, biochemical; inhibition, % at 9.4 µM; hit rate 0.37% among 360,000; in the data active = inhibition above about 19%;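 note: recombinant mutant TCR 2C K166C tagged with TAMRA read by polarization; 0% = receptor in buffer alone and 100% = receptor with positive control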
Tn7 DDE FP: DD(E)-Tn7 binding inhibition, primary FP screen | P02675 | inhibition, % at 8.3 µM | hit rate 0.13% among 370,000 | FP displacement of FITC-Tn7 peptide from fibrin DD(E); 0% = median of compound wells per plate;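 active = inhibition above the mean of compounds falling within the control limits plus 3 SD of them, cut at about 14% in these data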;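 note: 0% = plate median of compound wells and 100% = 10 µM Aha-Tn7 peptide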
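Measure: % inhibition scaled between sample-field median and high-control FP; Test system: human fibrin DD(E); Quantity: 2 µM final DD(E) protein; Doses: one dose, 8.3 µM nominal; Schedule: compound with protein 10 min, then 3 h after probe, room temperature; Detection: fluorescence polarization; Medium: Tris buffer with calcium and detergent, pH 7.8.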
TDP2 inh: blocks human TDP2 phosphodiesterase activity. O95551. AID 720702. inhibition, % at 12.8 µM. hit rate 0.34% among 370,000. recombinant TDP2, T5PNP hydrolysis, p-nitrophenol absorbance 415 nm;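 active = inhibition above the mean of all tested compounds plus 3 SD, set per campaign, cut at about 25% in these data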;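 note: 0% = DMSO with enzyme and 100% = buffer with substrate but no TDP2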
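Read-out basis: percent inhibition. System: recombinant human TDP2. Buffer or medium: Mg2+-containing Tris-HCl buffer, pH 7.5. Repeats: single replicate. Timing: reaction 2 h, 37 °C. Benchmarks: high control without enzyme, low control DMSO plus TDP2. Probe or stimulus: 5 mM T5PNP. Doses: 12.8 µM only. Measured by: epi absorbance of p-nitrophenol freed from T5PNP by hydrolysis.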
PG9 Ab binder: small molecules binding HIV-1 gp120 antibody PG9. TR-FRET gp120-PG9 antibody binding. inhibition, % at 6.7 µM. hit rate 0.43% among 360,000. AID 624416; in the data active = inhibition above about 8.5%
HTRA1 inh: HTRA1 (human) protease inhibition | recombinant HTRA1, FP-rhodamine activity-based probe, fluorescence polarization | inhibition, % at 5.96 µM | hit rate 0.5% among 340,000; in the data active = inhibition above about 36%;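 note: 0% = enzyme with DMSO and 100% = wells lacking enzyme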
Target sequence (Q92743 whole entry, looked up): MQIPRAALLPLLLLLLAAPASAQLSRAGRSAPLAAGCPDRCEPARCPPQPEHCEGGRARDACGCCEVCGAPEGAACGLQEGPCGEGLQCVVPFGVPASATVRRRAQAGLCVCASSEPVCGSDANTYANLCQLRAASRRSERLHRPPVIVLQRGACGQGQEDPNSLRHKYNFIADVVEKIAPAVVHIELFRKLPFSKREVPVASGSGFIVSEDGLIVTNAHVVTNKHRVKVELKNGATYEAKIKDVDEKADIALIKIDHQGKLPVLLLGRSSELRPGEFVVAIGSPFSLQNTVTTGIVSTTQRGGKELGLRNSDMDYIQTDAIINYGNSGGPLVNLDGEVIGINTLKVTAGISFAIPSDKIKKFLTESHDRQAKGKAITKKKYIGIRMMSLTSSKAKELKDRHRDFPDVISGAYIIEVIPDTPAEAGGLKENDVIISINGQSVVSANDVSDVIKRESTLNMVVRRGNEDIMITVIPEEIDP
mABHD4 FP: inhibits mouse alpha/beta hydrolase domain 4; Q8VD66; purified mABHD4, FP-Rh probe fluorescence polarization; inhibition, % at 8.92 µM; hit rate 0.54% among 370,000; AID 720543;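 active = inhibition exceeding the mean over every tested compound plus 3 SD, cut at about 30% in these data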;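 note: 0% = plate median of compound wells and 100% = S159A mutant with DMSO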
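Assay system: mABHD4 protein; medium: HEPES pH 7.0, NaCl, Pluronic buffer; dosing: 8.92 µM, single dose; schedule: 45 min + 60 min at 25 °C; signal: FP readout, ex 525 nm / em 598 nm; read-out: normalized percent inhibition of probe labeling; repeats: single replicate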
PRMT1 inh: PRMT1 (human) inhibition, primary screen; hit rate 1.3% among 370,000; recombinant PRMT1, activity-based probe fluorescence polarization; Q99873; inhibition, % at 2.79 µM;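 active = inhibition above about 21% made by adding two undisclosed values, limit read from the data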
Target sequence (Q99873 whole entry, looked up): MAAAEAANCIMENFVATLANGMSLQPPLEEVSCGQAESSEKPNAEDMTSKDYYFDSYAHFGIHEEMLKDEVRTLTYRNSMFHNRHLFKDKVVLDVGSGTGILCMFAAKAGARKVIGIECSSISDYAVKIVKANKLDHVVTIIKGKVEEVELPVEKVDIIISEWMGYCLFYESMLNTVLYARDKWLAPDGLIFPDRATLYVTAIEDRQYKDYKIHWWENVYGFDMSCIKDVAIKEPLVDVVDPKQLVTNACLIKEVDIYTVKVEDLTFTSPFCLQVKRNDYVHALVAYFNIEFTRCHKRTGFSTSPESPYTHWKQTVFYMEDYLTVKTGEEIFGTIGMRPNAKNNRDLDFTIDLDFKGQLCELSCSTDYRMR
UHRF1 MBD2 ctr: UHRF1 methyl-DNA binding inhibition; inhibition, % at 4.4 µM; hit rate 0.75% among 370,000; UHRF1 binding to methylated oligo, TR-FRET; AID 687016; in the data active = inhibition above about 21%;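 note: UHRF1 SRA domain binding a hemimethylated CpG hairpin DNA probe; 0% = median of test compound wells and 100% = reference inhibitor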
Numbers without * were called inactive; . = no result given.

SMILES | SIAE primary | LEDGF integ inh | TCR CD3 inh | Tn7 DDE FP | TDP2 inh | PG9 Ab binder | HTRA1 inh | mABHD4 FP | PRMT1 inh | UHRF1 MBD2 ctr
O=C1NC[C@H](CCCCN2C[C@H](Cc3ccccc3)N(CCc3ccc(O)cc3)C(=O)C2=O)N(CCc2ccccc2)C1=O | 4 | 0 | 1 | 4 | 1 | 0.1 | . | 8 | 4 | 4
COc1cccc(C2CC(=O)Nc3cc4c(cc32)OCCO4)c1OC(C)C (configuration not stated) | 2 | -3 | 4 | 7 | 2 | 0.5 | -5 | -8 | -3 | 2
Cc1csc(NC(=O)c2nc3nccc(C)n3n2)n1 | 2 | -2 | -4 | 10 | 4 | -1.7 | 4 | 2 | 2 | -2
CCCc1nnc(NC(=O)C2CC(=O)N(C3CCCC3)C2)s1 (configuration not stated) | 3 | 0 | 2 | 5 | 11 | -2.7 | -3 | -3 | 1 | 0
O=C1OC(/C(=C\NCc2ccccc2)[N+](=O)[O-])c2ccccc21 (configuration not stated) | -1 | 0 | 1 | 6 | 3 | -0.2 | . | 2 | 4 | 0
O=c1c2ccccc2ncn1CCOCCOc1cccc(Br)c1 | 1 | -1 | -4 | 10 | 7 | -0.8 | 0 | -2 | -2 | -1
CON(C)S(=O)(=O)c1ccc2c(c1)NC(=O)C1CCCN21 (configuration not stated) | -7 | 0 | -1 | -1 | 3 | -0.3 | -16 | 18 | 1 | -6
CCOC(=O)CSc1nc2ccc(C)cc2n2cnnc12 | -9 | -1 | -3 | -3 | 6 | -0.7 | 11 | -1 | 0 | -6
CCN(CC)C(=O)c1cc2c(=O)oc3ccccc3c2s1 | -12 | 4 | 9 | -3 | -24 | -3.6 | -4 | -2 | 0 | -4
O=C(c1cccs1)c1coc2ccc(O)c(CN3CCOCC3)c12 | 5 | 2 | 2 | 4 | -10 | -1.1 | -2 | -8 | -2 | -2
O=C1/C(=C/c2coc3ccc(O)cc3c2=O)SC(=S)N1c1ccccc1 | -39 | 0 | -14 | -8 | -13 | 0.3 | -12 | -2 | 1 | -1
O=C(c1ccc([N+](=O)[O-])s1)N1CCN(c2ccccc2)CC1 | -1 | -2 | 3 | -2 | 10 | -3.9 | 2 | 11 | 0 | -3
O=C(CC(SCCO)c1ccc2c(c1)OCO2)c1cccs1 (configuration not stated) | -3 | -1 | 2 | -5 | 10 | -0.6 | -9 | -9 | 30* | 0
CC(C)Cc1cc(C(=O)NCCc2ccccc2)no1 | 2 | -2 | -4 | 3 | 4 | -1.2 | -10 | 3 | 4 | 1
Cc1cccc2sc(NC(=O)C3CCN(S(=O)(=O)c4cc([N+](=O)[O-])ccc4Cl)CC3)nc12 | -6 | 3 | 7 | 9 | 1 | -0.9 | -29 | -20 | 4 | 20
Cc1nc2sc(C(c3cccc(F)c3)N3CCCC(C)C3)c(O)n2n1 (configuration not stated) | -3 | -5 | -10 | -1 | -12 | -1.8 | 0 | 2 | 3 | -1
Cc1ccc(S(=O)(=O)NCC(=O)N2CCN(c3ccccn3)CC2)cc1C | 0 | -2 | . | -1 | 3 | . | . | 3 | -1 | 3
CC1CC(C)CN(C(C(=O)NC2CCCCC2)c2ccnc3ccccc23)C1 (configuration not stated) | 8 | 1 | 1 | 7 | 4 | -1.4 | . | 1 | 2 | 0
COc1ccc(NC(=O)c2cc3ccccc3o2)cc1OC | 4 | -3 | -2 | -6 | 9 | -1.9 | 1 | 2 | -5 | 0
O=[N+]([O-])c1cccc(S(=O)(=O)NCCCN2CCOCC2)c1 | -8 | 5 | -1 | -9 | -17 | -10 | -1 | -5 | -2 | 2
O=S1(=O)c2ccc(Br)cc2OC[C@@H](Cc2ccccc2)N1Cc1cn(Cc2ccccc2)nn1 | -6 | -3 | . | -7 | -1 | . | . | -5 | -3 | 0
Cc1ccc(NC(=O)Cn2cc(C(F)(F)F)cc(Cl)c2=O)cc1S(=O)(=O)N1CCCCC1 | -12 | -1 | 6 | -1 | 10 | 0.2 | -12 | -5 | 3 | -2
CN(CCc1ccccn1)C(=O)CCC1CCCN(C(=O)c2c(F)ccc(F)c2F)C1 (configuration not stated) | 4 | -7 | -6 | -2 | -2 | -0.7 | 2 | 3 | 1 | 2
O=C(NCCCN1CCCC1=O)c1cc2c(s1)CCCCC2 | -4 | -5 | -9 | -5 | 8 | 0.8 | 2 | 5 | 5 | 1
CS(=O)(=O)Nc1cccc(C2=NN(C(=O)c3ccco3)C(c3ccco3)C2)c1 (configuration not stated) | 8 | 2 | 4 | -2 | 17 | -1.7 | -18 | -23 | 1 | -2

Whole records from above. Order of screens: SIAE primary, LEDGF integ inh, TCR CD3 inh, Tn7 DDE FP, TDP2 inh, PG9 Ab binder, HTRA1 inh, mABHD4 FP, PRMT1 inh, UHRF1 MBD2 ctr
Listed for O=c1c2ccccc2ncn1CCOCCOc1cccc(Br)c1 → 1, -1, -4, 10, 7, -0.8, 0, -2, -2, -1
Listed for O=[N+]([O-])c1cccc(S(=O)(=O)NCCCN2CCOCC2)c1 → -8, 5, -1, -9, -17, -10, -1, -5, -2, 2
Listed for CON(C)S(=O)(=O)c1ccc2c(c1)NC(=O)C1CCCN21 (configuration not stated) → -7, 0, -1, -1, 3, -0.3, -16, 18, 1, -6

The list continues:
SMILES | SIAE primary | LEDGF integ inh | TCR CD3 inh | Tn7 DDE FP | TDP2 inh | PG9 Ab binder | HTRA1 inh | mABHD4 FP | PRMT1 inh | UHRF1 MBD2 ctr
CC(O)(c1ccc(F)c(F)c1)c1nc(-c2ccccc2)cs1 (configuration not stated) | -5 | -1 | -6 | -4 | 1 | -0.3 | . | -15 | -4 | 2
COc1ccc(S(=O)(=O)NCc2csc(C)n2)cc1 | -6 | 1 | 7 | -5 | -7 | 0.3 | -2 | 6 | -1 | 0
Cc1c(N(C(=O)Cc2cccs2)C2(C(=O)NC3CCCC3)CCCCC2)c(=O)n(-c2ccccc2)n1C | 4 | -1 | 4 | 6 | 3 | 1.2 | 5 | 2 | -2 | -2
CC(NC(=O)CSc1nc2ccccc2n1C)c1ccccc1 (configuration not stated) | 2 | 0 | 5 | 4 | 0 | -0.1 | 2 | 1 | -2 | 1
CCC(C)[C@H]1CNCCN1CCc1cccc2ccccc12 (some centres not stated) | -4 | 0 | -4 | -6 | -16 | -2.2 | -2 | -5 | -2 | 1
Cc1cc(=O)[nH]c(SCC(=O)Nc2cccc(S(=O)(=O)N3CCOCC3)c2)n1 | 2 | -2 | 3 | -5 | 12 | 1.1 | 16 | -2 | 8 | -1
COCCN(C(=O)COc1ccccc1C#N)c1c(N)n(Cc2ccccc2)c(=O)[nH]c1=O | 0 | 1 | 1 | -9 | 17 | 0.2 | 2 | 0 | 2 | -3
CCOc1ccc(NC(=O)CN2CCN(CC(=O)Nc3cccc(F)c3)CC2)cc1 | -3 | -2 | 1 | -2 | 5 | 0.2 | 1 | 0 | 0 | -4
O=C(COc1ccc(Cl)cc1)Nc1cc2c3c(c1)CC(=O)N3CCC2 | 5 | -1 | -4 | 0 | -2 | 0.8 | 3 | 8 | 2 | 2
CCOC(=O)C1CCN(S(=O)(=O)c2cccc(-c3cn4cccc(C)c4n3)c2)CC1 | -1 | 2 | -14 | -2 | 0 | 0.0 | -3 | -16 | -2 | 0
COc1ccc(-c2cc(C(=O)N3CCCCCC3)c3ccccc3n2)cc1OC | -3 | -1 | -5 | -1 | 7 | -0.9 | -4 | 3 | 4 | 0
Cc1ccccc1OCc1nnc2n1CC(C)S2 (configuration not stated) | -2 | 1 | -6 | 0 | -13 | -0.6 | 0 | 5 | -3 | 3
OCC(CO)(CO)N=Cc1cc(Br)ccc1O | 3 | -1 | 0 | 1 | -7 | 1.4 | 3 | 2 | -2 | -1
COC(=O)CSc1nc2c(c(=O)n(C)c(=O)n2C)n1CCCc1ccccc1 | 4 | 0 | 7 | -1 | 6 | 0.8 | 1 | 2 | 0 | -1
CCOc1ccc(-c2cn(-c3ccc(OC)cc3)c(SC)n2)cc1 | 8 | 1 | 4 | -5 | 11 | 1.6 | -7 | 6 | 1 | 5
CC1(c2ccc3noc(-c4ccccc4)c3c2)OCCO1 | -9 | -6 | -3 | -4 | -17 | 1.3 | -5 | 5 | 0 | 2
Cc1cc(C(=O)NN=Cc2cccc(O)c2)n[nH]1 | -2 | -2 | . | 6 | 8 | . | . | -1 | -4 | -3
O=C(c1ccc(F)cc1)c1ccc(N2CCCCC2)cc1 | 1 | 0 | -4 | -1 | 5 | -1.9 | -12 | 9 | -1 | 0
Cc1ccc(C(=O)N2C(CC(=O)Nc3ccc(Cl)cc3)C(=O)NC3CCCCC32)cc1 (configuration not stated) | -3 | 2 | 12 | -9 | -6 | -2.0 | 5 | -4 | 1 | 0
CC(=O)NCCN1C(=O)S/C(=C\c2cccs2)C1=O | -6 | 3 | -9 | 1 | -8 | -1.4 | -2 | 2 | 4 | -3
Cc1ccc(NC(=O)CN(C)C(=O)Cn2c(=O)oc3ccccc32)cc1 | 0 | 1 | 1 | 5 | -13 | -0.5 | 2 | 0 | -5 | 2
C=CCN(CC=C)C(=S)NC(=O)c1ccc(C)c(Br)c1 | -5 | 25* | -2 | 10 | 16 | 0.5 | 2 | 15 | 1 | 0
CCCCn1c(N)c(N(CC(C)C)C(=O)c2c(CC)noc2C)c(=O)[nH]c1=O | 1 | -2 | 9 | 10 | 13 | -0.9 | -2 | 1 | -2 | -5
COc1ccc(OC)c(S(=O)(=O)N2CCCC(C(=O)N3CCCCCC3)C2)c1 (configuration not stated) | -8 | 5 | 7 | -2 | -8 | -2.9 | 0 | 0 | -1 | 0
O=C(NC(Nc1nc2ccc([N+](=O)[O-])cc2s1)(C(F)(F)F)C(F)(F)F)c1cccnc1 | 0 | 5 | -5 | -9 | -15 | -0.3 | -11 | -8 | 0 | 2
COc1cccc(C(=O)N2CCN(Cc3ccc(OC)cc3OC)CC2)c1 | -2 | 3 | -2 | -5 | 10 | -0.9 | -1 | 15 | -1 | 3
C/C(=N/NC(=O)c1ccc(Cl)s1)c1ccc(NC(=O)COc2ccc(Cl)cc2)cc1 | -5 | -1 | -4 | 0 | -3 | 0.4 | -9 | 6 | 0 | 3
COC(=O)c1cc(NC(=O)CN2CCc3cc4c(cc3C2)OCCCO4)cc(C(=O)OC)c1 | -3 | 4 | -1 | 0 | -2 | -0.6 | -8 | 1 | -3 | -3
O=C(N[C@@H]1C/C=C\C[C@@H](CC(=O)N(CCO)Cc2ccccc2)C(=O)N[C@H](Cc2ccccc2)COC1=O)OCC1c2ccccc2-c2ccccc21 | -4 | -3 | -4 | 2 | 4 | -0.1 | -13 | 7 | 2 | 4
COc1ccccc1C(=O)NCCC(=O)NNC(=O)C1COc2ccccc2O1 (configuration not stated) | -1 | 1 | -5 | 0 | 5 | -2.0 | 2 | 1 | -1 | 1

Compound activity: PubChem, The Scripps Research Institute Molecular Screening Center
